Bioassay records: PubChem, Broad Institute
C diff growth = C. difficile growth inhibition. 86,000 tested, 0.25% active. growth activity, negative = inhibition, % at 16 µg/mL (by protocol). Clostridium difficile clinical isolate growth, OD600, 24 h; hits give low values. AID 1259249;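 active = mean growth activity at or below -80% and every replicate also at or below -80%; inconclusive = mean at or below -80% but some replicate above -80%; inactive = mean growth activity above -80%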;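 note: 0% = DMSO wells and -100% = levofloxacin 16 µg/mL wells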
T cruzi growth = T. cruzi proliferation inhibition. T. cruzi beta-gal in NIH3T3, GalScreen luminescence, 90 h. inhibition, % at 8.34 µM. 77,000 tested, 5.9% active. AID 624255;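 active = mean inhibition above about 93%, with at least 55% of replicates each passing it, limit read from the data, passing the limit was not always enough; inconclusive = only one of those two conditions holds; inactive = neither condition holds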
KDM4C inh = KDM4C (human) demethylase inhibition | inhibition, % at 12.5 µM | Q9H3R0 | 96,000 tested, 0.15% active | GST-KDM4C 2-372, H3K9me3 peptide, LANCE TR-FRET;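 active = mean replicate inhibition above about 25%, with at least 55% of replicates also reaching it, limit read from the data, passing the limit was not always enough; inconclusive = only one of those two conditions met; inactive = neither condition met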
Target sequence (Q9H3R0 2-372 limits assumed): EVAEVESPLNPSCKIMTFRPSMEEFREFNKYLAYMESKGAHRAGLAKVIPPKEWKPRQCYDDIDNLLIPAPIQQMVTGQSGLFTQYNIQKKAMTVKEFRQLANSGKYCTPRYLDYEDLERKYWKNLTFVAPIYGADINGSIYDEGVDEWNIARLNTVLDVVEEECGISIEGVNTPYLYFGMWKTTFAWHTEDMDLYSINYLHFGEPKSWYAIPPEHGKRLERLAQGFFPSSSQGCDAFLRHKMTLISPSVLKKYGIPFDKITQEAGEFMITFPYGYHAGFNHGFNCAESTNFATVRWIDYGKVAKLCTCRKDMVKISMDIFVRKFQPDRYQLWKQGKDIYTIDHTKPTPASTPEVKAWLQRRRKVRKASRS
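Compound: one test concentration per compound; Material: GST-GASC-1 enzyme fragment 2-372; Amount: GASC-1 enzyme at 10 nM final in reaction; Also added: H3K9me3 peptide substrate, Fe(II), 2-oxoglutarate; Technique: LANCE TR-FRET; Times: 30 min demethylation and 1 h detection at room temperature.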
Pf Dd2 growth = inhibitors of Plasmodium falciparum Dd2 growth; P. falciparum Dd2 growth, SYBR Green, 72 h; hits give low values; activity change, % at 10 µM; 94,000 tested, 2.3% active; in the data active = activity change below about -80%; inconclusive = no clear call, values can overlap the other calls
* marks the source's active call; other numbers are inactive results; ? = inconclusive; nt = not tested or not shown; & = joins results of further samples. Rows were taken by chance. Share with any hit: about 7.2%.

SMILES | C diff growth | T cruzi growth | KDM4C inh | Pf Dd2 growth
C[C@@H]1CN([C@H](C)CO)S(=O)(=O)c2ccc(C#C[C@@H](C)O)cc2O[C@@H]1CN(C)Cc1ccccc1 | 2 | -144 | nt | -13
C[C@@H]1CCCCO[C@H](CN(C)C(=O)c2ccccc2)[C@@H](C)CN([C@@H](C)CO)C(=O)c2cc(NC(=O)c3ccccc3)ccc2O1 | -3 | 27 | -0.4 | -73
C[C@@H]1CN([C@@H](C)CO)C(=O)Cc2cc(NC(=O)C3CCCCC3)ccc2O[C@@H]1CN(C)C(=O)Nc1ccccc1 | 0 | -6 | -5.8 | -6
COc1ccc(S(=O)(=O)N2CC[C@@H]3[C@H](CO)Nc4ccc(Br)cc4[C@@H]32)cc1 | -23 | 37 | -4.0 | 15
C[C@H](CO)N1C[C@H](C)[C@@H](CN(C)S(=O)(=O)c2ccc(Cl)cc2)OCCCC[C@H](C)Oc2ccc(NS(=O)(=O)c3ccc(Cl)cc3)cc2C1=O | 4 | 87 | -0.9 | -29
COc1ccccc1-c1cnc2c(c1)C(=O)N([C@@H](C)CO)C[C@@H](C)[C@H](CN(C)C(C)=O)O2 | -2 | -4 | 4.3 | 35
Cn1cnc(S(=O)(=O)N2CCCCN3[C@H](CO)[C@@H](c4ccc(-c5ccc(F)cc5)cc4)[C@@H]3C2)c1 | 4 | 12 | -0.2 | 37
Cc1ccccc1S(=O)(=O)N1CCCCN2[C@H](CO)[C@@H](c3ccc(C#CCN(C)C)cc3)[C@@H]2C1 | -12 | 30 | 3.1 | -17
O=C(C[C@@H]1CC[C@@H]2[C@H](COC[C@H](O)CN2C(=O)Nc2ccc(F)cc2)O1)NCCCN1CCOCC1 | 0&-7 | -51 | 1.4 | 17
C[C@@H]1CCCCO[C@H](CN(C)Cc2ccc(C(F)(F)F)cc2)[C@@H](C)CN([C@H](C)CO)C(=O)c2cc(NC(=O)Nc3ccc(F)cc3)ccc2O1 | nt | 62 | -0.1 | -28
COc1ccc(-c2ccccc2[C@H]2[C@@H](C#N)N(C(=O)C3CCC3)[C@H]2CO)cc1 | -3 | nt | -0.6 | -3
O=C(Nc1ccc(F)cc1)N1C[C@H]2[C@@H](c3ccccc31)[C@H](CO)N2C(=O)c1ccccc1F | 11 | 85 | -0.4 | -79
C[C@@H]1CN([C@@H](C)CO)C(=O)c2cc(NC(=O)C3CCCCC3)ccc2O[C@@H]1CN(C)CC1CCCCC1 | 4 | -7 | -0.7 | -2
CC(C)NC(=O)N(C)C[C@H]1Oc2ccc(NC(=O)Nc3ccccc3)cc2C(=O)N([C@@H](C)CO)C[C@H]1C | -6 | -25 | -1.1 | 52
C[C@H](CO)N1C[C@H](C)[C@H](CN(C)C(=O)C2CCCCC2)OCCCC[C@H](C)Oc2ccc(NS(=O)(=O)c3ccc(Cl)cc3)cc2C1=O | 6 | 94 | -1.3 | 4
CCCNC(=O)N1C[C@@H]2[C@H](c3ccccc31)[C@@H](CO)N2Cc1ccc(F)cc1 | 2 | 4 | -0.2 | -2
Cc1ccc(S(=O)(=O)N(C)C[C@H]2OCCCC[C@@H](C)Oc3ccc(NC(=O)c4ccncc4)cc3C(=O)N([C@@H](C)CO)C[C@@H]2C)cc1 | nt | nt | 0.7 | -69
OC[C@@H]1CC[C@@H]2O[C@H](CCc3ccc(-c4ccccc4)cc3)[C@H](n3cc(-c4ccccc4)nn3)C[C@@H]2O1 | 8 | nt | nt | ?
OC[C@H]1[C@@H](c2ccc(-c3ccccc3F)cc2)[C@@H]2CN(Cc3ccncc3)CCCCN12 | -9 | 93 | 1.5 | -47
O=C(C[C@@H]1CC[C@H](NS(=O)(=O)c2cccc(F)c2)[C@@H](CO)O1)NCc1ccc2c(c1)OCO2 | nt | 31 | -0.6 | -7

Fetched by structure from the entries so far:
SMILES | C diff growth | T cruzi growth | KDM4C inh | Pf Dd2 growth
Cc1ccc(S(=O)(=O)N(C)C[C@H]2OCCCC[C@@H](C)Oc3ccc(NC(=O)c4ccncc4)cc3C(=O)N([C@@H](C)CO)C[C@@H]2C)cc1 | nt | nt | 0.7 | -69
COc1ccc(-c2ccccc2[C@H]2[C@@H](C#N)N(C(=O)C3CCC3)[C@H]2CO)cc1 | -3 | nt | -0.6 | -3
OC[C@H]1[C@@H](c2ccc(-c3ccccc3F)cc2)[C@@H]2CN(Cc3ccncc3)CCCCN12 | -9 | 93 | 1.5 | -47
CCCNC(=O)N1C[C@@H]2[C@H](c3ccccc31)[C@@H](CO)N2Cc1ccc(F)cc1 | 2 | 4 | -0.2 | -2
C[C@@H]1CCCCO[C@H](CN(C)C(=O)c2ccccc2)[C@@H](C)CN([C@@H](C)CO)C(=O)c2cc(NC(=O)c3ccccc3)ccc2O1 | -3 | 27 | -0.4 | -73

(further entries)
SMILES | C diff growth | T cruzi growth | KDM4C inh | Pf Dd2 growth
COc1cccc(S(=O)(=O)Nc2ccc3c(c2)[C@H]2C[C@@H](CC(=O)NCc4cccc(F)c4)O[C@H](CO)[C@H]2O3)c1 | -5 | 44 | -4.1 | -6
C[C@@H]1CCCCO[C@H](CN(C)CC2CC2)[C@H](C)CN([C@@H](C)CO)C(=O)c2cc(NS(=O)(=O)c3ccc(F)cc3)ccc2O1 | -6 | 66 | -0.9 | -61
Cc1noc(C)c1S(=O)(=O)N(C)C[C@H]1OCCCC[C@H](C)Oc2ccc(NS(=O)(=O)c3cn(C)cn3)cc2C(=O)N([C@@H](C)CO)C[C@@H]1C | -1 | 40 | -3.7 | -1
O=C(Nc1ccccc1F)N1[C@@H](CO)[C@@H]2c3ccccc3NC[C@@H]21 | -3 | -24 | 2.1 | -3
CS(=O)(=O)N1CC(=O)N2[C@H](CO)[C@@H](c3ccc(C#CCC4CCCC4)cc3)[C@@H]2C1 | -21 | nt | 0.0 | 4
COc1ccc(C#Cc2cnc3c(c2)C(=O)N([C@H](C)CO)C[C@H](C)[C@H](CN(C)S(C)(=O)=O)O3)cc1OC | 5 | 31 | -0.5 | -28
COc1ccc(NC(=O)Nc2cccc3c2O[C@@H](CN(C)Cc2ccc(C(F)(F)F)cc2)[C@@H](C)CN([C@@H](C)CO)C3=O)cc1 | 1 | 28 | -2.7 | 0
CO[C@@H]1CN(C)C(=O)c2cc(NC(=O)NC(C)C)ccc2OC[C@@H](C)N(Cc2ccccc2)C[C@H]1C | nt | 20 | -0.7 | -53
O=S(=O)(c1ccccc1F)N1C[C@@H]2N[C@H](C1)C2c1ccc(-c2cccnc2)cc1 (some centres undefined) | -10 | nt | -0.5 | -40
CN(C)C(=O)c1cccc(-c2ccc([C@@H]3[C@H]4CN(C(=O)C5CCC5)CC(=O)N4[C@H]3CO)cc2)c1 | -1 | nt | -2.1 | -45
C/C=C/c1ccc([C@H]2[C@@H](CO)N(C(=O)Cc3ccccn3)[C@H]2C#N)cc1 | -12 | 80 | -1.0 | 0
CC(C)NC(=O)Nc1ccc2c(c1)C(=O)N([C@@H](C)CO)C[C@@H](C)[C@@H](CN(C)C(=O)Nc1ccc(F)cc1)OCCCC[C@@H](C)O2 | 6 | 20 | 3.5 | -66
CN(C)C(=O)[C@@H]1[C@@H](CO)[C@@H]2Cn3c(ccc(C4=CCCC4)c3=O)[C@H]1N2CC1CC1 | 0 | 33 | 2.0 | 12
C[C@@H]1CN([C@@H](C)CO)C(=O)c2cc(NC(=O)CCCN(C)C)ccc2O[C@@H](C)CCCCO[C@@H]1CN(C)C(=O)NC1CCCCC1 | 1 | 11 | 1.5 | 51
O=S(=O)(c1ccccc1)N1CC[C@@H]2[C@H](CO)Nc3ccc(Br)cc3[C@@H]21 | 27 | 84 | -2.1 | 38
CC=Cc1ccc2n(c1=O)C[C@H]1[C@H](CO)[C@@H](C(=O)N3CCOCC3)N(Cc3ccccc3OC)[C@@H]21 (mixture of isomers) | -2 | 3 | 0.5 | nt
C[C@@H]1CN([C@@H](C)CO)C(=O)c2cccc(NS(=O)(=O)c3ccc(Cl)cc3)c2O[C@@H]1CN(C)S(=O)(=O)c1cn(C)cn1 | 3 | -21 | -0.1 | -2
C[C@H](CO)N1C[C@H](C)[C@@H](CN(C)S(=O)(=O)c2cn(C)cn2)Oc2c(NC(=O)Nc3cccc4ccccc34)cccc2C1=O | 1 | -81 | 0.5 | 11
C[C@@H]1CN([C@H](C)CO)S(=O)(=O)c2ccc(-c3ccncc3)cc2O[C@@H]1CN(C)Cc1cncnc1 | 0 | 90 | -0.9 | 24
CNC(=O)C[C@@H]1CC[C@@H]2[C@H](COc3ccc(NC(=O)Nc4cccc(F)c4)cc3C(=O)N2C)O1 | 7 | 28 | -1.5 | -8
C[C@@H]1CN([C@H](C)CO)C(=O)Cc2cc(NC(=O)CCN3CCOCC3)ccc2O[C@H]1CN(C)S(=O)(=O)c1cn(C)cn1 | -5 | 5 | -1.1 | 8
C[C@@H]1CN([C@@H](C)CO)C(=O)c2cc(NC(=O)Nc3cccc4ccccc34)ccc2O[C@@H]1CN(C)C | 0 | 41 | 1.7 | 20
Cc1ccc(S(=O)(=O)Nc2ccc3c(c2)C(=O)N([C@H](C)CO)C[C@H](C)[C@@H](CN(C)C(=O)Nc2c(C)noc2C)OCCCC[C@@H](C)O3)cc1 | 2 | -17 | -0.1 | 4
C[C@@H](NC(=O)[C@H]1[C@H](CO)[C@H]2Cn3c(cccc3=O)[C@@H]1N2C(=O)C1CC1)c1ccccc1 | -3 | 103* | -1.4 | 5
C[C@@H]1CN([C@@H](C)CO)C(=O)c2cccc(NC(=O)Nc3cccc4ccccc34)c2O[C@H]1CN(C)S(=O)(=O)c1cccs1 | nt | 52 | nt | -11
C[C@@H]1CN([C@H](C)CO)C(=O)c2cc(NS(=O)(=O)c3ccc(Cl)cc3)ccc2O[C@@H]1CN(C)Cc1ccc(C(F)(F)F)cc1 | 19 | 128* | -2.6 | 11
C[C@@H]1CN([C@@H](C)CO)C(=O)c2cc(NC(=O)NC3CCCCC3)ccc2O[C@@H](C)CCCCO[C@@H]1CN(C)C(=O)CCCN(C)C | -3 | 6 | 12 | 17
COc1ccccc1-c1ccc2c(c1)[C@H]1[C@H](CCN1C(=O)CN1CCOCC1)[C@H](CO)N2C | -1 | 55 | 1.5 | -47
COc1ccc(CN2C[C@@H](O)COC[C@@H]3O[C@@H](CC(=O)N4CCc5ccccc5C4)CC[C@H]32)cc1 | nt | 14 | -0.2 | -15
CCC(=O)N[C@@H]1C=C[C@@H](CC(=O)NCc2cc(F)cc(F)c2)O[C@@H]1CO | nt | -7 | -0.6 | 25
CO[C@H]1CN(C)C(=O)c2cc(NC(C)=O)ccc2OC[C@@H](C)N(CC2CCCCC2)C[C@H]1C | -1 | 11 | 1.5 | -5
CC(C)C#Cc1ccc2c(c1)O[C@H](CN(C)C(=O)c1cccc(F)c1)[C@@H](C)CN([C@@H](C)CO)S2(=O)=O | 17 | 101* | -2.0 | -52
CCCC#Cc1cnc2c(c1)C(=O)N([C@@H](C)CO)C[C@@H](C)[C@@H](CN(C)Cc1ccncc1)O2 | nt | 85 | 1.0 | -9
CC(C)CC#Cc1cnc2c(c1)C(=O)N([C@@H](C)CO)C[C@H](C)[C@H](CN(C)C(=O)c1ccc3c(c1)OCO3)O2 | -1 | 22 | 1.4 | -19
CCCC#Cc1cnc2c(c1)C(=O)N([C@@H](C)CO)C[C@@H](C)[C@@H](CN(C)Cc1ccccc1F)O2 | 2 | 62 | -0.5 | -20
CCC(=O)Nc1ccc2c(c1)C(=O)N(C)C[C@@H](OC)[C@@H](C)CN(Cc1ccncc1)[C@@H](C)CO2 | nt | 73 | -0.5 | 1
C[C@@H]1CCCCO[C@H](CN(C)Cc2ccc3c(c2)OCO3)[C@@H](C)CN([C@@H](C)CO)C(=O)c2cc(NC(=O)CCC(F)(F)F)ccc2O1 | 6 | 12 | -1.6 | -45
O=C(C[C@@H]1CC[C@H]2[C@@H](COC[C@@H](O)CN2Cc2cccc(C(F)(F)F)c2)O1)NCc1ccccc1 | 13 | 42 | 0.8 | -5
CN1C[C@H](O)COC[C@@H]2O[C@H](CC(=O)NC3CCCC3)CC[C@H]21 | 0 | 8 | 1.3 | 4
C[C@@H]1CN([C@H](C)CO)C(=O)c2cccc(NC(=O)c3cnccn3)c2O[C@@H]1CN(C)S(=O)(=O)c1cccs1 | -2 | -4 | 0.9 | -8
C[C@@H]1CN([C@H](C)CO)C(=O)c2cccc(NC(=O)Nc3ccc(C(F)(F)F)cc3)c2O[C@@H]1CN(C)S(=O)(=O)c1ccc(F)cc1 | -7 | 81 | -3.4 | 7

Compound profiles (already shown). Values in the order: C diff growth	T cruzi growth	KDM4C inh	Pf Dd2 growth
C[C@@H]1CCCCO[C@H](CN(C)Cc2ccc3c(c2)OCO3)[C@@H](C)CN([C@@H](C)CO)C(=O)c2cc(NC(=O)CCC(F)(F)F)ccc2O1 in the list: 6	12	-1.6	-45
CCCC#Cc1cnc2c(c1)C(=O)N([C@@H](C)CO)C[C@@H](C)[C@@H](CN(C)Cc1ccccc1F)O2 in the list: 2	62	-0.5	-20
